Granule exo inh: LAMP-1 surface exposure blockers, TALL-104 cells – cell-based, flow cytometry, MLPCN library, primary screen; TALL-104 LAMP-1 surface exposure; cells stimulated with thapsigargin and PMA; inhibition, % at 10 µM; hit rate 0.66% among 360,000;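 active means inhibition above about 55%, limit read from the data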
MC4R antag cAMP: MC4R antagonists of cAMP signaling, primary screen, cell-based, TR-FRET, antagonist arm of biased-ligand search. hit rate 0.48% among 360,000. AID 540295, 2011. Melanocortin receptor 4 (Homo sapiens), P32245. MC4R-expressing cells, MTII-stimulated cAMP, LANCE TR-FRET. inhibition, % at 6.5 µM;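 active means inhibition above its plate's cutoff, the mean of tested wells on that plate plus 3 SD, cut at about 29% in these data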;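 further: 0% = Melanotan II alone and 100% = Melanotan II plus saturating MCL0020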
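material = U2OS cells stably expressing human melanocortin 4 receptor (MC4R) | also added = Melanotan II challenge | dosing = single nominal compound dose of 6.5 µM | detection = TR-FRET with Eu-cAMP and labeled anti-cAMP, 671 nm | replication = singlicate | timing = compound 30 min, challenge 1 h, detection 1 h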
MC4R ag barr: MC4R agonists recruiting beta-arrestin, primary screen, cell-based, luminescence, agonist arm of biased-ligand search; Melanocortin receptor 4 (Homo sapiens), P32245; U2OS MC4R beta-arrestin complementation; percent of melanotan II response, DMSO zero; activation, % at 8.9 µM; hit rate 0.98% among 360,000; AID 540308, 2011;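 active means activation above a per-plate cutoff, the mean activation of sample wells on that plate plus 3 SD, cut at about 8% in these data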
PDI inh: inhibitors of human PDI, primary screen, biochemical, turbidity, single point, plate reader | PDI insulin aggregation turbidity, A650, 90 min | inhibition, % at 10 µM | hit rate 0.052% among 350,000 | AID 588391, 2011 | Protein disulfide-isomerase (Homo sapiens), P07237;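 active means mean inhibition across replicates of 30% or more, whatever share of single replicates reach that level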;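 further: absorbance from insulin aggregation driven by PDI reduction with DTT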
ABCB6 inh MLPCN: ABCB6 transporter inhibitors, primary screen, K562-ABCB6 cells, flow cytometry, MLPCN library; fluorescence ratio to DMSO, % at 10 µM; K562-ABCB6 porphyrin accumulation, 1 h; active compounds read low; hit rate 0.19% among 360,000;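 active means fluorescence ratio to DMSO below 75%, the collection mean minus 3 SD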;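 further: signal is porphyrin accumulated inside mitochondria; 100% equals median channel fluorescence of DMSO control wells; lower ratio means ABCB6 inhibition with less porphyrin fluorescence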
H9c2 protect: cardioprotection against H2O2-induced cell death, primary screen, uHTS, H9c2 cells, ATPLite luminescence | AID 588492, 2011 | hit rate 0.63% among 360,000 | H9c2 cardiomyocytes, H2O2 injury protection, 2 h | protection from H2O2 cell death, % at 20 µM;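 active means compounds giving at least 50% protection of heart cells from peroxide-induced death in the single-dose screen, raw or plate-pattern-corrected value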;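 further: 0% = DMSO wells with peroxide and 100% = DMSO wells without peroxide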
ABHD5 PLIN5 PPI: ABHD5-PLIN5 interaction inhibitors, primary screen, cell lysate, split luciferase complementation, luminescence; Perilipin-5 (Homo sapiens) + 1-acylglycerol-3-phosphate O-acyltransferase ABHD5 (Homo …; Split G. princeps luciferase complementation, 4 h; inhibition, % at 4 µM; hit rate 0.78% among 360,000; AID 602281, 2012;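 active means inhibition above the mean inhibition across every tested compound plus 3 SD, cut at about 22% in these data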;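 further: 0% = DMSO only wells and the 100% control is not disclosed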
Target sequence (Q00G26 whole entry, looked up): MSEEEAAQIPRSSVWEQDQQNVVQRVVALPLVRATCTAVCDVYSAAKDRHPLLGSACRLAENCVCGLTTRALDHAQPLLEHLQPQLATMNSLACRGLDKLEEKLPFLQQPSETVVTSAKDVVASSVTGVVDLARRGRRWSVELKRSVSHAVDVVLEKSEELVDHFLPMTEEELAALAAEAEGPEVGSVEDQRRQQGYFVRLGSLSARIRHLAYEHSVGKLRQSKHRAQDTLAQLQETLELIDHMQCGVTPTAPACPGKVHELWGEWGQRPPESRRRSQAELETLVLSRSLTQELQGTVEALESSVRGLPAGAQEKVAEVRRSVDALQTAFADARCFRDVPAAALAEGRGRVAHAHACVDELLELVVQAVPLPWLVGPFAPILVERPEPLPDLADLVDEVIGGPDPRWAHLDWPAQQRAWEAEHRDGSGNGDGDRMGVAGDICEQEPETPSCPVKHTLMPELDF
Target sequence (Q8WTS1 whole entry, looked up): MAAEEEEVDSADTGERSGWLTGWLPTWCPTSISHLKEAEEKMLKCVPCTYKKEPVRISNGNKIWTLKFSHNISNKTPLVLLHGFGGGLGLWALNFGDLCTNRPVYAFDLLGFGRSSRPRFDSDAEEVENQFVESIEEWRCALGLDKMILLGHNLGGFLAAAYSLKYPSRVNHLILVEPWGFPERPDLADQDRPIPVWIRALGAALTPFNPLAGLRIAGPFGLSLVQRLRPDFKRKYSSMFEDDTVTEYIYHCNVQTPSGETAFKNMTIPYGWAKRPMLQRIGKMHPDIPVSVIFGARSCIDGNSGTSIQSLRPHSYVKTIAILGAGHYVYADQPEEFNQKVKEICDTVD
CaV13 FRET inh: Primary screen for inhibitors of IQ motif and Ca2+-dependent inactivation inhibitor domain binding in CACNA1D, Förster resonance energy transfer in living cells, …; HEK cells, CFP/YFP FRET ICDI-IQ, plate reader, 10 min; percent FRET-ratio fall versus neutral wells; inhibition, % at 12.3 µM; hit rate 0.098% among 340,000; AID 743397;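 active means mean replicate inhibition of at least 30% and at least 1% of replicates passing that level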;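 further: 0% = median of the neutral control wells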
m5-HT2A agonist: mouse Htr2a agonists via beta-arrestin recruitment, primary screen, cell-based, luminescence; hit rate 0.66% among 360,000; CHO-K1 mHTR2A beta-arrestin complementation; percent of 30 µM serotonin response; 5-hydroxytryptamine receptor 2A (Mus musculus), P35363; AID 624169, 2012; activation, % at 7.6 µM;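 active means activation above a run cutoff, the mean activation of all tested compounds plus 3 SD, cut at about 14% in these data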;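 further: 0% = plate median of compound wells and 100% = 30 µM serotonin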
Glyco luc inh: increase of ERlucT glycosylation luciferase signal, primary screen, N-linked glycosylation inhibitor project, D54 ERlucT cells, luminescence, set 2; D54 ERlucT glycosylation luciferase reporter, 24 h; percent of 100 nM tunicamycin response; hit rate 0.23% among 360,000; reporter increase, % at 12.5 µM;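 active means mean luciferase reporter signal, scaled so untreated is 0 and the glycosylation-blocking control 100, at or above a set limit in every replicate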;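 further: luciferase carries N-glycosylation sites so blocking glycosylation raises the light; 0% = median of neutral control wells and 100% = median of 100 nM tunicamycin wells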
Active calls of the source: *; · = no result given.

Results follow in this order: Granule exo inh | PDI inh | CaV13 FRET inh | m5-HT2A agonist | ABHD5 PLIN5 PPI | ABCB6 inh MLPCN | Glyco luc inh | MC4R antag cAMP | MC4R ag barr | H9c2 protect
- COCCOc1cc2ncnc(N3CCC(C(=O)O)CC3)c2cc1OCCOC
→ 11 | 6 | -5 | 2 | -1 | 97 | 3 | 2 | -0.7 | 10
- CCC12CN3CC(CC)(CN(C1)C3c1c(O)ccc3ccccc13)C2=O (centres undefined)
→ 3 | -8 | · | 1 | -3 | 121 | 2 | 8 | 1.3 | 3
- Cc1ccc(-c2c[n+](CC(=O)Nc3c(C)cccc3C)c3n2CCC3)cc1
→ -1 | -1 | 1 | 2 | 5 | 131 | 1 | -1 | 0.2 | 0
- O=C(NCc1ccncc1)C(=O)NCc1ccco1
→ -1 | -1 | -7 | 1 | 4 | 93 | 3 | 12 | -1.9 | 0
- CC(=O)Nc1ccc(NC(=O)N2CCCCC2)cc1
→ 2 | 9 | -5 | -3 | -5 | 113 | -1 | 2 | -1.5 | 4
- CC1CCN(C(=O)CSc2ccc(-c3cccc([N+](=O)[O-])c3)nn2)CC1
→ -1 | 7 | 2 | -3 | -4 | 90 | 0 | 8 | -2.0 | 10
- Cn1ncc(Cl)c1C(=O)Nc1ccc2c(c1)CCC2
→ 1 | 8 | -5 | -1 | 1 | 99 | 1 | -2 | -1.0 | -3
- O=C(COc1ccc(S(=O)(=O)NCc2ccccc2)cc1)NCC1CCCO1 (centres undefined)
→ 0 | 2 | · | 1 | 3 | 86 | 1 | 7 | 0.2 | 1
- COc1cccc2c1OCC(C(=O)OCc1cccnc1)=C2
→ -6 | 0 | -5 | 2 | 3 | 95 | 3 | 2 | -1.0 | 22
- COc1ccc(N(CC(=O)NCc2cccnc2)S(=O)(=O)c2ccccc2)c(OC)c1
→ -1 | · | -2 | -1 | 5 | 99 | 1 | 6 | -1.0 | 20
- NS(=O)(=O)c1ccc(CCNC(=O)CSc2ccc(Cl)cc2Cl)cc1
→ -1 | 8 | -5 | 2 | 2 | 96 | -1 | 5 | -1.9 | -10
- CC1(C(=O)NS(=O)(=O)c2cccc(C#N)c2)CCN1C(=O)Cc1ccccc1Cl (centres undefined)
→ 4 | 6 | -11 | 0 | -3 | 97 | 1 | 6 | -1.8 | -2
- O=C(COC(=O)/C=C/c1ccc([N+](=O)[O-])cc1)NCC1CCCCC1
→ -2 | 9 | -2 | 2 | -4 | 105 | 0 | -1 | -0.9 | -16
- CC1CCN(C2(O)C(=O)Nc3ccc([N+](=O)[O-])cc32)CC1 (centres undefined)
→ 2 | 5 | 0 | 0 | 7 | 97 | 2 | 0 | -2.8 | -5
- COC(=O)C1C(=O)c2c([nH]c(C(=O)OCC3CCCO3)c2C)CC1C (centres undefined)
→ 9 | · | -2 | 4 | 5 | 93 | 1 | 10 | -2.6 | -20
- CCCCC(=O)N(C)c1c(C)nc2ccc(C(=O)N(C)CCN(C)C)cn12
→ -9 | 7 | -12 | -2 | 3 | 97 | 2 | 4 | 0.8 | 1
- Cc1nn(C)cc1C(C(=O)NC1CCCCC1)N(C(=O)c1cnccn1)c1ccc(Oc2ccccc2)cc1 (centres undefined)
→ 5 | 13 | -3 | 0 | 3 | 92 | -1 | 15 | -0.4 | 3
- CC(/C=C/c1ccc(Cl)o1)=C\C(=O)O
→ 3 | 2 | · | 4 | 14 | 104 | 3 | 2 | -1.1 | 7
- Cc1ccc(SCc2c(C(=O)N/N=C/c3ccco3)nnn2-c2nonc2N)cc1
→ -1 | -2 | -13 | -6 | -2 | 95 | 2 | 1 | 5.0 | 2
- COC(=O)[C@]1(C)CCC[C@@]2(C)C3CC[C@]4(OC(C)=O)C[C@@]3(CCC21)CC4=NO (some centres undefined)
→ 23 | -6 | -5 | 7 | 2 | 89 | -2 | 4 | 2.5 | 7
- CC1CN(C2CCN(C(=O)c3ccccc3)CC2)CC(C)O1 (centres undefined)
→ -6 | 5 | -4 | 2 | 9 | 98 | 1 | -9 | 5.4 | 10
- Cc1[nH]n2c(=O)cc(Cc3ccccc3)nc2c1C#N
→ -1 | 9 | 1 | 3 | 3 | 100 | 0 | 7 | -0.3 | 5
- COc1cc(OC)c(C2SCCN2S(=O)(=O)c2ccc(F)cc2)cc1OC (centres undefined)
→ 1 | -5 | -5 | 1 | 0 | 105 | -2 | 0 | 3.1 | 5
- COc1ccc(C(=O)C2CCCN(C(=O)Cn3nc(C)cc3C)C2)cc1F (centres undefined)
→ -3 | 4 | -6 | 9 | -6 | 95 | 0 | 17 | 2.6 | -2
- COc1cc(/C=C/C(=O)OCC(=O)c2c(N)n(C)c(=O)n(C)c2=O)ccc1O
→ -2 | -9 | -7 | 4 | -6 | 92 | 1 | -2 | -0.2 | 16
- Cc1[nH]c2ccccc2c1C(=O)CSc1nncn1C
→ -2 | 0 | · | 6 | -1 | · | 1 | 4 | -1.2 | -7
- CCCC1(c2ccccc2)NC(=O)N(C/C=C/Cl)C1=O (centres undefined)
→ -6 | 11 | -3 | 7 | 1 | 99 | 5 | 5 | -3.5 | 6
- COCc1cc(C)nc(OCC(=O)N/N=C/c2cccc(OC)c2)c1C#N
→ -2 | -3 | · | 4 | -2 | 91 | 0 | 11 | -2.2 | 0
- COc1ccc(C(=O)N(c2ccccc2)C2C=CS(=O)(=O)C2)cc1 (centres undefined)
→ 0 | 17 | · | 4 | -2 | 102 | 2 | 3 | -0.4 | 2
- CC[C@]12c3[nH]c4ccc(OC)cc4c3CCN1C(=O)C(CC(=O)NCCN1CCOCC1)C[C@@H]2C(=O)N1CCN(C(=O)c2ccco2)CC1 (some centres undefined)
→ -6 | -2 | -10 | 4 | -2 | 96 | 1 | -3 | -0.6 | 12

Some values from the results shown.
Cc1ccc(SCc2c(C(=O)N/N=C/c3ccco3)nnn2-c2nonc2N)cc1 in ABCB6 inh MLPCN is entered as 95
Cc1[nH]c2ccccc2c1C(=O)CSc1nncn1C in MC4R ag barr is entered as -1.2

Structural class, the compounds so far with a nitro group on carbon.
Results follow in this order: Granule exo inh | PDI inh | CaV13 FRET inh | m5-HT2A agonist | ABHD5 PLIN5 PPI | ABCB6 inh MLPCN | Glyco luc inh | MC4R antag cAMP | MC4R ag barr | H9c2 protect
- CC1CCN(C(=O)CSc2ccc(-c3cccc([N+](=O)[O-])c3)nn2)CC1
→ -1 | 7 | 2 | -3 | -4 | 90 | 0 | 8 | -2.0 | 10
- O=C(COC(=O)/C=C/c1ccc([N+](=O)[O-])cc1)NCC1CCCCC1
→ -2 | 9 | -2 | 2 | -4 | 105 | 0 | -1 | -0.9 | -16
- CC1CCN(C2(O)C(=O)Nc3ccc([N+](=O)[O-])cc32)CC1 (centres undefined)
→ 2 | 5 | 0 | 0 | 7 | 97 | 2 | 0 | -2.8 | -5

Next results.
Results follow in this order: Granule exo inh | PDI inh | CaV13 FRET inh | m5-HT2A agonist | ABHD5 PLIN5 PPI | ABCB6 inh MLPCN | Glyco luc inh | MC4R antag cAMP | MC4R ag barr | H9c2 protect
- O=C(Nc1ccon1)C(Sc1ccccc1)c1ccccc1 (centres undefined)
→ 1 | 8 | -9 | -5 | 1 | 101 | -2 | -2 | 0.3 | -10
- CCCCNC(=O)C1c2ccccc2OCC(=O)N1CCc1ccccc1 (centres undefined)
→ -1 | · | -2 | 4 | 1 | 107 | · | · | · | ·
- O=C(c1ccccc1)c1ccc2nc(-c3ccc(NC(=O)c4ccccc4Br)cc3)[nH]c2c1
→ -7 | 0 | · | -3 | -3 | 101 | -9 | 4 | -3.5 | 11
- Cn1cc(-c2csc(C(O)(c3ccccc3)C(F)(F)F)n2)cn1 (centres undefined)
→ 11 | -2 | -5 | 0 | 9 | 96 | 1 | -4 | -0.2 | 1
- O=[N+]([O-])c1cccc(S(=O)(=O)Nc2ccc(S(=O)(=O)NCC3CCCO3)cc2)c1 (centres undefined)
→ 2 | -6 | · | 4 | -2 | 102 | 0 | 13 | -1.9 | -1
- CC(C)(C)N(Cc1ccccc1)C(=O)CN1C(=O)NC2(CCCCCC2)C1=O
→ 0 | -3 | -6 | 4 | 11 | 97 | -2 | 3 | -1.6 | -3
- CSCCC(NC(N)=O)C(=O)NCc1ccc(Cl)cc1 (centres undefined)
→ -4 | -4 | · | 7 | 1 | 99 | -1 | 3 | -0.7 | 2
- CC(C(=O)N(C1CC1)C1(C(=O)Nc2ccccc2)CCCC1)N1C(=O)c2ccccc2C1=O (centres undefined)
→ -4 | -27 | · | -2 | -1 | 116 | 2 | 9 | 0.5 | 6
- O=C(Nc1ccc(F)cc1)c1ccc(S(=O)(=O)N2CCCC2)cc1
→ 13 | 3 | -2 | -7 | -5 | 166 | 0 | -5 | 1.1 | 2
- Cc1c(C(=O)Nc2ccc(F)cc2)oc2ccc(S(=O)(=O)N3CCCC3)cc12
→ 2 | 8 | -7 | 9 | 1 | 99 | -1 | 5 | -1.1 | 4
- Cn1c(=O)c2c(ncn2Cc2cccc(Cl)c2)n(C)c1=O
→ 2 | -4 | -6 | -1 | 0 | 96 | -2 | -1 | -1.5 | 6
- CC1CC(C)CN(S(=O)(=O)c2ccc(C(=O)N(c3ccccn3)C3CCCCC3)cc2)C1 (centres undefined)
→ -1 | 11 | 1 | -3 | -1 | 97 | -2 | -3 | -2.1 | -13
- CC(C)=CCN1CCN(Cc2cccnc2)CC1CCO (centres undefined)
→ 0 | -3 | -2 | 0 | -8 | 98 | 0 | 8 | -1.4 | 5
- Cc1cc(C)c(C(=O)N(C)C2CCCN(Cc3ccccc3F)C2)o1 (centres undefined)
→ 0 | 11 | · | -3 | 4 | 94 | -3 | -2 | 0.1 | 1

Three entries picked at random from those above, as already listed:
Results follow in this order: Granule exo inh | PDI inh | CaV13 FRET inh | m5-HT2A agonist | ABHD5 PLIN5 PPI | ABCB6 inh MLPCN | Glyco luc inh | MC4R antag cAMP | MC4R ag barr | H9c2 protect
- O=C(Nc1ccon1)C(Sc1ccccc1)c1ccccc1 (centres undefined)
→ 1 | 8 | -9 | -5 | 1 | 101 | -2 | -2 | 0.3 | -10
- CSCCC(NC(N)=O)C(=O)NCc1ccc(Cl)cc1 (centres undefined)
→ -4 | -4 | · | 7 | 1 | 99 | -1 | 3 | -0.7 | 2
- Cc1c(C(=O)Nc2ccc(F)cc2)oc2ccc(S(=O)(=O)N3CCCC3)cc12
→ 2 | 8 | -7 | 9 | 1 | 99 | -1 | 5 | -1.1 | 4

Source: PubChem
